Screening data (PubChem BioAssay)
ROC1-CUL1 inh = human ROC1-CUL1 E3 ligase inhibition; in vitro K48 di-Ub FRET, acceptor:donor ratio, 45 min; inhibition, % at 10 µM; hit rate 0.6% among 140,000; in the data active = inhibition above about 25%
Target sequence (P62877 whole entry, looked up): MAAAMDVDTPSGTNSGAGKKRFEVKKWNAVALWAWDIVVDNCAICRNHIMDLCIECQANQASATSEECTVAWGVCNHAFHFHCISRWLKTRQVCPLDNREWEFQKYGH
Target sequence (Q13616 whole entry, looked up): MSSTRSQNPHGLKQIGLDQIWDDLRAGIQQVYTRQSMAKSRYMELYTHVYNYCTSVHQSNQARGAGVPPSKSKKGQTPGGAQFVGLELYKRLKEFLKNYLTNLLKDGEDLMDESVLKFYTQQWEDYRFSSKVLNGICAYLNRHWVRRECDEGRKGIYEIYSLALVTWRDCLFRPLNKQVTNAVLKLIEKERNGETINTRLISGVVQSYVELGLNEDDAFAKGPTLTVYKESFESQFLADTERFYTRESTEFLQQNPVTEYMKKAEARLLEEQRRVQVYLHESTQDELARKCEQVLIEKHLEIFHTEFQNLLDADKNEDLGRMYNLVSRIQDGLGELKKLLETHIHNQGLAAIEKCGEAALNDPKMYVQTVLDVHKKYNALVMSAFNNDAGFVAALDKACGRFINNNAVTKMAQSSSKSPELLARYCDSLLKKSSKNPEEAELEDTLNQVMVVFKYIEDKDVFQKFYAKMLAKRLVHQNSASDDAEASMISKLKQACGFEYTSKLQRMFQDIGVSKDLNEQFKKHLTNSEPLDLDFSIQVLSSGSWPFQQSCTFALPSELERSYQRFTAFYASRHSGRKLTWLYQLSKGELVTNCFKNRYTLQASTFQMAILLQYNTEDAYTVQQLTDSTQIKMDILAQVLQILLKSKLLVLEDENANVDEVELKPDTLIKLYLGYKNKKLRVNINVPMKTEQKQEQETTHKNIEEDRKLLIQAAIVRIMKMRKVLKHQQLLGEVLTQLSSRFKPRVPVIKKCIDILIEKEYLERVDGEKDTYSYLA
The depositor's hits bear a star. Only part of the results is shown; the hit share may differ from the screen's.

Start of the data: the first 3 entries as a preview:
SMILES | ROC1-CUL1 inh
COc1ccc(NC(=O)CCNS(=O)(=O)c2ccc3c(c2)CCCC(=O)N3)cc1 | 2
Nc1ccc(-c2ccc(CO)o2)cc1 | -3
COc1cccc(-c2ccc(C#N)c(SCC#N)n2)c1 | -14

This part in full, from the first entry:
SMILES | ROC1-CUL1 inh
COc1ccc(NC(=O)CCNS(=O)(=O)c2ccc3c(c2)CCCC(=O)N3)cc1 | 2
Nc1ccc(-c2ccc(CO)o2)cc1 | -3
COc1cccc(-c2ccc(C#N)c(SCC#N)n2)c1 | -14
Cc1ccc(Cn2c(=O)c3c(nc4oc(C)cn43)n(C)c2=O)cc1 | 6
CC(Nc1ccc(Cl)cc1)c1cc(Cl)ccc1O (stereo unspecified) | 2
CCOc1ccc(C(=O)Nc2cc(-c3nc4ccccc4o3)ccc2C)cc1Cl | 0
CCOC(=O)N[C@H](Cc1c[nH]c2ccccc12)C(=O)Nc1cccc(Cl)c1 | -9
COc1ccc(Nc2nc(C)nc(N)c2S(=O)(=O)c2ccccc2)cc1 | -10
CCN1CCc2c(sc(-n3cccc3)c2C(C)NC(=O)Nc2ccc(Br)cc2)C1 (stereo unspecified) | -4
CC(=O)c1cccc(OCc2cc(C(=O)N3CCCCCCC3)n[nH]2)c1 | -10
O=C(Nc1cc2nn(-c3ccccc3)nc2cc1Cl)c1ccc(Cl)cc1 | -7
CN(Cc1ccn[nH]1)C(=O)c1ccc2oc(-c3ccc(C(F)(F)F)cc3)nc2c1 | 4
CCN1CCN(C2(C(=O)N[C@@H](CC(C)C)C(=O)OC)Cc3ccccc3C2)CC1 | -6
Cc1cn2c3c(=O)n(Cc4cccc(Cl)c4)c(=O)n(C)c3nc2n1CCO | 1
Cn1c(=O)n(C)c2cc(N3CCOCC3)c(NC(=O)c3c(F)cccc3F)cc21 | -8
CCCCn1c(-c2ccc(C)cc2)c(C)n2c3c(=O)n(C)c(=O)n(C)c3nc12 | -3
COc1ccc(/C=N/Nc2nc(-c3ccccc3)cc(-c3ccccc3O)n2)c(OC)c1 | -2
Cc1ccc(C2C(C#N)C(=N)SC(=N)C2C#N)o1 (stereo unspecified) | 40*
CC(C)(C)C1CCC(OC2(c3ccccc3)OC(=O)c3ccccc32)CC1 (stereo unspecified) | 2
COc1ccc(/C=C/C(=O)N2CCc3c(cnc(C)c3CNC(=O)Cc3ccsc3)C2)cc1 | 7
COc1ccc(C2c3c(cc(C)n(Cc4cccnc4)c3=O)OC(=N)C2C#N)c(OC)c1OC (stereo unspecified) | 4
COc1ccc(NC2CCCN(C(=O)CSC)C2)cc1OC (stereo unspecified) | -3
CCOC(=O)C(C#N)C1(c2ccsc2)CCCCC1 (stereo unspecified) | -3
Cc1ccc(N=C2CC(c3ccccc3[N+](=O)[O-])N(c3ccc(C)cc3)C2=O)cc1 (stereo unspecified) | 1
COc1ccc(NC(=O)CCc2nc3cccnc3n2-c2ccccc2)cc1Cl | 1

Taken from above:
COc1ccc(C2c3c(cc(C)n(Cc4cccnc4)c3=O)OC(=N)C2C#N)c(OC)c1OC (stereo unspecified) in ROC1-CUL1 inh has 4
Cc1cn2c3c(=O)n(Cc4cccc(Cl)c4)c(=O)n(C)c3nc2n1CCO in ROC1-CUL1 inh has 1
Cn1c(=O)n(C)c2cc(N3CCOCC3)c(NC(=O)c3c(F)cccc3F)cc21 in ROC1-CUL1 inh has -8
CCOC(=O)N[C@H](Cc1c[nH]c2ccccc12)C(=O)Nc1cccc(Cl)c1 in ROC1-CUL1 inh has -9
O=C(Nc1cc2nn(-c3ccccc3)nc2cc1Cl)c1ccc(Cl)cc1 in ROC1-CUL1 inh has -7
COc1ccc(Nc2nc(C)nc(N)c2S(=O)(=O)c2ccccc2)cc1 in ROC1-CUL1 inh has -10
CCN1CCN(C2(C(=O)N[C@@H](CC(C)C)C(=O)OC)Cc3ccccc3C2)CC1 in ROC1-CUL1 inh has -6

Next compounds
SMILES | ROC1-CUL1 inh
CCc1nnc(NC(=O)CSc2nnc(CNc3ccc(C)c(Cl)c3)n2CC)s1 | 4
O=C(O)C(C(=O)O)C12C3C4C1C1C2C3C1(Br)C41OCCO1 (stereo unspecified) | -8
Cc1ncc(CNC2CCCc3nc(-c4cccnc4)ncc32)n1C (stereo unspecified) | 0
COC(=O)c1ccccc1NC(=O)c1ccc(-c2nc(CSc3ccc(C)cc3)c(C)o2)cc1 | 2
CCC1CN(c2ccc(C(=O)NCCCn3ccnc3C(C)C)cn2)CCN1C (stereo unspecified) | 7
C=CCn1c(SCC(=O)Nc2ccccc2OCC)nc2scc(-c3ccccc3)c2c1=O | 2
C=CCc1cc(/C=C2\SC(=O)N(Cc3ccccc3)C2=O)cc(OC)c1OC | -12
CC1(C)CC(=O)C2C(=Nc3ccccc3NC2c2ccc([N+](=O)[O-])o2)C1 (stereo unspecified) | -11
Cc1ccc(N2C(=O)NC(=O)C(C=Nc3ccc(O)c(C(=O)O)c3)C2=O)cc1C (stereo unspecified) | -5
Cc1cc(C)c(S(=O)(=O)Nc2ccc(S(=O)(=O)NC(C)(C)C)cc2)c(C)c1 | 12
Cc1cc(C)nc(-n2nc(C)c3c2N(Cc2ccccc2C)C(=O)CC3c2ccc(Cl)cc2)n1 (stereo unspecified) | -3
Cc1ccc2c(c1)CC(C)N2S(=O)(=O)c1nnc(NC(=O)C(C)C)s1 (stereo unspecified) | 3
CN(C(=S)NC(=O)c1ccc(Cl)cc1)c1ccccc1 | -12
COCCCNC(=O)CCc1c(C)nc2nc(-c3cc(OC)cc(OC)c3)nn2c1C | -3
OCC1(Cc2cccc(C(F)(F)F)c2)CCN(Cc2ccnc3ccccc23)CC1 | 7
O=C(COc1ccc(F)cc1Cl)N1CCN(c2ccc(F)cc2)CC1 | -12
CCn1cncc1CN1CCC(Cn2cc(CO)nn2)CC1 | 4
O=C(CN1CCN(Cc2ccccc2Cl)C1=O)NCCc1ccc(Cl)cc1 | 1
COC(=O)c1ccc2c(c1)C1C=CCC1C(c1cccc([N+](=O)[O-])c1)N2 (stereo unspecified) | 5
CCC(Sc1ncnc2sc3c(c12)CCCC3)C(=O)OCC(C)C (stereo unspecified) | 2
Cc1c(Cl)cccc1NC(=O)C(C)n1c(=O)cc(C)c2c(C)nn(-c3ccccc3)c21 (stereo unspecified) | 3
COc1ccccc1CNC(=O)c1ccc(-c2nc(CS(=O)c3ccccc3)c(C)o2)cc1 (stereo unspecified) | -6
CC(=O)Nc1sc2c(c1C(c1ccc(C(F)(F)F)cc1)N1CCOCC1)CCCC2 (stereo unspecified) | 1
Cc1nc2c(-c3ccccc3)c(C)nn2c(C)c1CCC(=O)NCc1ccccc1Cl | 6
CCCCSc1nnc2n(-c3ccc(OC)cc3)c(=O)c3c4c(sc3n12)COC(C(C)C)C4 (stereo unspecified) | 4
Continuation.
SMILES | ROC1-CUL1 inh
Cn1c(=O)c2sccc2n2c(CCCC(=O)NC3CCCCC3)nnc12 | -4
Cc1nc2c(C(=O)NCCc3ccc(Cl)cc3)c[nH]n2c(=O)c1Cc1ccccc1F | -1
Cc1nc2ncccn2c1-c1csc(Nc2cccc(Cl)c2C)n1 | -6
CC1(C)CC2(CCCCC2)NCc2ccccc21 | -5
Cc1oc(-c2cccc(Cl)c2)nc1CN(CCO)C1CCS(=O)(=O)C1 (stereo unspecified) | 14
CCOC(=O)c1c(C)[nH]c(C)c1S(=O)(=O)N1CCN(c2cccc(C(F)(F)F)c2)CC1 | 7
COC(=O)CC(NC(=O)c1csc2nc(-c3ccccc3Cl)cn12)C(=O)OC (stereo unspecified) | -1
N#CCc1cccnc1Sc1ccc(Cl)cc1 | 4
Cc1ccc(C(O)c2ccncc2)cc1 (stereo unspecified) | -3
CC(=O)OC(COc1ccc(F)cc1)Cn1cnc2cc(C)c(C)cc21 (stereo unspecified) | 4
COC(=O)c1ccc(-c2c(N)sc3c(N4CCOCC4)nc4c(c23)CC(C)(C)OC4)o1 | -2
O=C1/C(=C\c2cnn(-c3ccccc3)c2)CCC/C1=C/c1cnn(-c2ccccc2)c1 | 2
CC(C)CN=C1CC(C)(C)CC(=O)C1C(=S)Nc1ccccc1 (stereo unspecified) | 10
CCN1CCN(Cc2c(O)ccc3oc(C)c(C(=O)Nc4ccc(OC)cc4)c23)CC1 | -2
Cc1nn(-c2ccc(N3CCCC3)nn2)c(C)c1CCC(=O)NCc1ccc(OC(C)C)cc1 | -7
COc1cc(OC)cc(C(=O)Oc2ccc(Cl)cc2-n2c(C)ccc2C)c1 | -5
CCc1cc(=O)[nH]c(SCc2nc(-c3ccccc3C)no2)n1 | 0
Cn1cc(-c2nc3c(cnn3Cc3ccccc3Cl)[nH]2)cn1 | 8
Cc1ccccc1NS(=O)(=O)c1ccc(OCCNS(C)(=O)=O)cc1 | 0
Cc1ccc(NC(=O)Cc2ccc(NC(=O)N3CCCCc4ccccc43)cc2)cc1Cl | -16
CCCC(=O)NC(Nc1ccc(S(=O)(=O)Nc2cc(C)on2)cc1)(C(F)(F)F)C(F)(F)F | 10
CCCc1ccc2oc(C(=O)N(C)C3CCOCC3)c(C)c2c1 | 5
COc1ccccc1-c1cc(C(F)(F)F)nc(S(=O)(=O)CCCC(=O)Nc2cc(OC)c(OC)c(OC)c2)n1 | 8
CCc1cccc(NC(=O)C2CCCN2S(=O)(=O)c2ccc3nc(-c4ccccc4)[nH]c3c2)c1 (stereo unspecified) | -1
C=CCOc1ccc(C(=O)C2C(=O)C(=O)N(CCCN(C)C)C2c2ccc(Cl)c(Cl)c2)cc1 (stereo unspecified) | -4

Two compounds drawn at random from the list so far:
SMILES | ROC1-CUL1 inh
COc1cccc(-c2ccc(C#N)c(SCC#N)n2)c1 | -14
C=CCc1cc(/C=C2\SC(=O)N(Cc3ccccc3)C2=O)cc(OC)c1OC | -12

A second format for part of the listing above:
| molecule | ROC1-CUL1 inh |
| --- | --- |
| O=C(COc1ccc(F)cc1Cl)N1CCN(c2ccc(F)cc2)CC1 | -12 |
| CCn1cncc1CN1CCC(Cn2cc(CO)nn2)CC1 | 4 |
| O=C(CN1CCN(Cc2ccccc2Cl)C1=O)NCCc1ccc(Cl)cc1 | 1 |
| COC(=O)c1ccc2c(c1)C1C=CCC1C(c1cccc([N+](=O)[O-])c1)N2 (stereo unspecified) | 5 |
| CCC(Sc1ncnc2sc3c(c12)CCCC3)C(=O)OCC(C)C (stereo unspecified) | 2 |

(next part)
SMILES | ROC1-CUL1 inh
Cc1ccc2nc(NC(=O)CSc3nccn3Cc3ccccc3)sc2c1 | 11
CCC(C)c1ccccc1OCC(=O)Nc1ccc(S(=O)(=O)N(C)Cc2ccccc2)cc1 (stereo unspecified) | -10
Cc1cc(Br)ccc1NC(=O)Cn1cc(S(=O)(=O)N2CCN(c3ccccc3F)CC2)c2ccccc2c1=O | -7
COc1cc(C)c(S(=O)(=O)NC(C)(C)C)cc1C(C)C | -13
Cc1cc([N+](=O)[O-])cc2ncccc12 | -6
CC(C)c1nc(C#N)c(NCCCn2ccnc2)o1 | -5
CCSc1nc2cc(C(=O)OC)ccc2c(=O)n1CC | 4
Cc1ccsc1C(=O)NNC(=S)NCc1ccccc1 | 4
COCc1ccc(C(=O)N(CC2CCN(C3CCCC3)CC2)CC2CCCO2)o1 (stereo unspecified) | 3
COc1cc2c(cc1OC)C(c1cccc([N+](=O)[O-])c1)N(C(=O)c1ccc(F)cc1)CC2 (stereo unspecified) | 8
CCOc1ccc(N2CC(C(=O)N3CCOCC3)CC2=O)cc1 (stereo unspecified) | -6
CSc1ccc(/C=N/NC(=O)CCC(=O)Nc2ccc(C)cc2C)cc1 | 1
COc1ccccc1Oc1ncccc1CNC(=O)c1csc(C)n1 | -10
COc1ccccc1CNC(=O)C(=O)NCC(c1cccnc1)N1CCN(c2ccccc2)CC1 (stereo unspecified) | 7
CC(C)c1ccc(NS(=O)(=O)c2ccc3nc(-c4ccccc4)[nH]c3c2)cc1 | 0
Cc1cccc(NC(=O)C(=O)NCC(c2cccnc2)N2CCN(Cc3ccccc3)CC2)c1 (stereo unspecified) | -2
CCCC1(C2CCN(C(=O)C3=CCCC3)CC2)NC(=O)N(CCc2ccccn2)C1=O (stereo unspecified) | -8
CC(=O)NCCNC(=O)CCCc1nnc2n(CCC(C)C)c(=O)c3sccc3n12 | -7
Cc1onc(-c2c(F)cccc2Cl)c1C(=O)NC(C)C1CCCO1 (stereo unspecified) | -3
CCC(NC(=O)Nc1ccc(OC)c(OC)c1)c1c(-n2cccc2)sc2c1CCN(C)C2 (stereo unspecified) | 0
COC(=O)c1c(NC(C)=O)sc2cc(C)ccc12 | -7
Cc1ccc(NC(=O)Cn2c(=O)cc(-c3ccccc3)c3c(C)nn(C)c32)c(Cl)c1 | -11
CCN(CC)c1ncccc1CNCc1ccc(Cl)s1 | 13
COc1ccc(CC(=O)NCC(c2ccc(N(C)C)cc2)N2CCOCC2)cc1OC (stereo unspecified) | -6
CN(Cc1ccccc1)c1ncc2c(n1)CC(C)(C)CC2NCc1ccncc1 (stereo unspecified) | -3
(list continues)
SMILES | ROC1-CUL1 inh
C=CCSc1nc(Nc2cccc(C(F)(F)F)c2)c2cnc(N(CC)CC)nc2n1 | 2
COc1ccc(OC)c(/C=N/NC(=O)c2ccco2)c1 | 1
Clc1ccc(C(c2ccccc2)c2c[nH]c3ccccc23)s1 (stereo unspecified) | -4
Cc1c(Cl)c(=O)oc2c(C)c(OCCC(C)C)ccc12 | 5
Cc1ccc(C(=O)NNC(=O)[C@@H]2CCCC[C@@H]2C(=O)O)cc1Br | -4
Cc1ccc2nc(CNC(=O)Nc3nn[nH]n3)[nH]c2c1 | 6
CCOC(=O)C(=O)NCc1ccc2c(c1)OCO2 | -6
Cn1nnnc1SCCNCc1ccc(OCc2ccccc2)cc1 | -2
COCC1CCCN(C(=O)c2ccc(NCCc3cnn(C)c3)nc2)C1 (stereo unspecified) | 6
Cc1cc(N2CCN(c3ccc(F)cc3)CC2)n2nc(-c3ccc(Cl)cc3)nc2n1 | 2
CCCCN1CC(C(=O)Nc2cc(F)cc(F)c2)CC1=O (stereo unspecified) | 0
O=c1c2sc3ccccc3c2n(Cc2ccc(F)cc2)c(=O)n1Cc1ccccc1 | 1
C=CCn1c(=O)c2c(nc3n(-c4ccc(O)cc4)c(C)cn23)n(C)c1=O | 8
O=C(Oc1ccc(Br)cc1)c1cc(=O)[nH]c2ccccc12 | 2
CC(C)CNc1ncnc2ccc(Br)cc12 | 1
O=C(CSc1c2c(nc3ccc(Cl)cc13)CCCC2)NCc1ccccc1Cl | 7
CCOCC(=O)Nc1cc(C(F)(F)F)ccc1OCCOc1ccccc1 | -5
O=C(c1ccc2ccccc2c1)N1CCC2(CC1)OCCO2 | 6
